ATG4B inhibitor – ATG4B protease inhibitors, primary screen, biochemical, fluorescence, uHTS | Cysteine protease ATG4B (Homo sapiens), Q9Y4P1 | ATG4B cleavage of LC3-PLA2, NBD-HPC fluorescence, 1 h | inhibition, % at 8.33 µM | actives 0.51% (n = 340,000) | AID 504462, 2011; in the data active = inhibition above about 40%
CXCR6 inh – CXCR6 receptor inhibitors, primary screen, cell-based, beta-arrestin, luminescence, CHO-K1 PathHunter, 1536-well; C-X-C chemokine receptor type 6 (Homo sapiens), O00574; actives 0.36% (n = 360,000); AID 602244, 2012; inhibition, % at 20 µM; in the data active = inhibition above about 34%, passing the limit was not always enough;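 note: antagonist mode with CXCL16 agonist at 10 nM final; 0% = 10 nM CXCL16 with DMSO and 100% = unstimulated wells without agonist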
APJ antag – antagonists of human apelin receptor APJ, primary screen, CHO-K1 cells, beta-arrestin complementation, luminescence; P35414; inhibition, % at 20 µM; actives 0.32% (n = 330,000);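 active = inhibition above about 40% at 20 µM, limit read from the data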;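 note: cells challenged with 10 nM apelin-13 agonist together with compound; plate controls were apelin-13 plus DMSO wells for no effect and DMSO wells lacking apelin-13 for full effect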
Target sequence (P35414 whole entry, looked up): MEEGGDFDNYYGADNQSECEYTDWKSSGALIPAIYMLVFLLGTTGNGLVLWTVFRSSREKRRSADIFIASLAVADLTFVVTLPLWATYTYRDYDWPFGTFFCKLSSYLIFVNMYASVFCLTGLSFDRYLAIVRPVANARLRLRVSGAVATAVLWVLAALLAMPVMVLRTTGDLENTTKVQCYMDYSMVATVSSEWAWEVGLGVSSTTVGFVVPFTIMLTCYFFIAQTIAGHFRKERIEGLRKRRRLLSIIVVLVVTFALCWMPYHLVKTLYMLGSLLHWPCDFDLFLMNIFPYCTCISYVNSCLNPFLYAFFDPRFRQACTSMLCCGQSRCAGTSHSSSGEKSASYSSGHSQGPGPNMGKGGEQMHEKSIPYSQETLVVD
APJ agonist – agonists of human apelin receptor APJ, primary screen, CHO-K1 cells, PathHunter beta-arrestin, luminescence. P35414. 0% DMSO wells, 100% apelin. activation, % at 20 µM. actives 0.11% (n = 330,000). AID 2520, 2010;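 active = activation more than six SD over the plate average, tested at 20 µM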;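 note: 0% = DMSO alone and 100% = apelin-13 at 10 nM; some results filed as inactive read as strong as hits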
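Material: engineered CHO-K1 APJ arrestin reporter cells; amount: 1000 CHO-K1 reporter cells seeded per well; incubation: compound stimulation 90 min at 25 °C, detection 60 min; signal: luminescent beta-gal fragment complementation, chemiluminescent substrate; read-out basis: APJ agonist activity; controls: DMSO-only wells as negative, 10 nM Apelin-13 as positive control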
CCR6 antag – CCR6 receptor antagonists, primary screen, cell-based, CHO-K1, luminescence, beta-arrestin, uHTS; actives 0.49% (n = 340,000); inhibition, % at 20 µM; AID 493098, 2011; CHO-K1 CCR6 PathHunter beta-arrestin, CCL20-stimulated; C-C chemokine receptor type 6 (Homo sapiens), P51684;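 active = compounds whose inhibition of the agonist-driven luminescence signal at 20 µM reaches about 50%, limit read from the data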;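 note: cells stimulated with CCL20 at 14 nM final; plate controls were DMSO with CCL20 for no effect and DMSO without agonist for full effect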
UBC13 inh – UBC13 polyubiquitin chain formation inhibitors, primary screen, biochemical, TR-FRET, uHTS | inhibition, % at 20 µM | actives 0.47% (n = 330,000); in the data active = inhibition above about 45%, passing the limit was not always enough
Target sequence (P61088 whole entry, looked up): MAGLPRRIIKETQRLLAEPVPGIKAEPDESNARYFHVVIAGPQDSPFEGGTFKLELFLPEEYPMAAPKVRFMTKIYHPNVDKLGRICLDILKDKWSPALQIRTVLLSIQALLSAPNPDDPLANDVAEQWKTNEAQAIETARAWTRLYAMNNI
Gli-Sufu antag – Gli-Sufu pathway antagonists, primary screen, luciferase luminescence, Sufu-KO-LIGHT cells, uHTS. Sufu-KO-LIGHT fibroblasts, Gli luciferase reporter luminescence. inhibition, % at 5 µM. actives 0.74% (n = 340,000);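 active = inhibition above about 55%, limit read from the data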;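 note: 0% = DMSO-treated cells and 100% = wells with medium but no cells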
EBI2 block – EBI2 receptor antagonists, beta-arrestin recruitment, primary screen, cell-based, luminescence, 7a,25-OHC stimulation, uHTS; G-protein coupled receptor 183 (Homo sapiens), P32249; 7a,25-OHC stimulated; inhibition, % at 5 µM; actives 0.81% (n = 360,000); in the data active = inhibition above about 38%;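 note: enzyme fragment complementation signal reports receptor beta-arrestin coupling in cells; 0% = agonist plus DMSO wells and 100% = wells without agonist; some results beyond the cut were filed as inactive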
Target sequence (P32249 whole entry, looked up, the tested form may be a part): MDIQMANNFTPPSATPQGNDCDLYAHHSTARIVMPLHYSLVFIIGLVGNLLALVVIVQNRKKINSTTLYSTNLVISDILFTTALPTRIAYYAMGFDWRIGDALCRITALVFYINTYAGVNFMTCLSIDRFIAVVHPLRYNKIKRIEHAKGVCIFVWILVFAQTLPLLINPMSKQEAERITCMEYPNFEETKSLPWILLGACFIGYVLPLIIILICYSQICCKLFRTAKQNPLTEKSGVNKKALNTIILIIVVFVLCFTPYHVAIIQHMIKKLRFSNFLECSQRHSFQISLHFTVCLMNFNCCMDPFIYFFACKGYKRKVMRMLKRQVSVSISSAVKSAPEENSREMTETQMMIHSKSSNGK
An asterisk follows results filed as active; nt = no result given.

SMILES	ATG4B inhibitor	CXCR6 inh	APJ antag	APJ agonist	CCR6 antag	UBC13 inh	Gli-Sufu antag	EBI2 block
CC(C(=O)NCC1(c2ccccc2)CCCC1)N1CCOCC1 (centres undefined)	-2.0	-9.6	14.9	-3.0	-9.7	1.6	3.8	-12.5
CSc1nnc(-c2ccc(Br)s2)n1C	-3.2	5.2	17.7	1.1	-6.3	0.6	1.4	3.2
Cc1cccc(NC(=S)NC(C)(C)CC(C)(C)C)c1	17.2	4.8	-1.8	-2.5	14.2	1.2	26.5	-8.9
CCOC(=O)c1nn(-c2ccc3c(c2)OCCO3)cc1O	0.9	-7.0	-0.4	-4.0	2.5	10.2	-14.8	-7.4
COC(=O)c1ccc(/C=C/C(=O)OCC(=O)Nc2cc(C)on2)cc1	2.4	-2.3	5.4	-5.3	5.9	8.1	-0.2	3.8
Cc1ccc(/C=C(\C#N)C(=O)NC(C)c2ccccc2)o1 (centres undefined)	-2.6	-3.2	-5.7	-3.7	2.8	-2.4	-4.6	0.5
Cc1ccc2nc(NC(=O)CN3C(=O)C4CC=CCC4C3=O)sc2c1 (centres undefined)	-8.6	11.8	-2.7	0.2	10.1	-7.0	-27.6	1.8
Cc1ccc(-c2n[nH]c(=S)n2/N=C/c2cccn2C)cc1	-7.0	7.5	-5.4	-0.9	11.4	-11.1	13.8	-0.2
CC(C)(C)OC(=O)N[C@H]1C=C[C@H](OC(=O)CC(=O)OCC(F)(F)F)C1	-10.7	2.1	nt	nt	13.6	nt	-5.2	-11.1
CN(C)c1ccc(CN(C(=O)/C=C/c2ccccc2Cl)C2CCS(=O)(=O)C2)cc1 (centres undefined)	-16.2	1.2	-0.2	-3.1	8.8	-2.8	4.1	1.2
COc1cc(/C=C2\SC(=S)N(N(C)c3ccccc3)C2=O)ccc1O	-4.8	2.7	56.4*	-10.9	14.5	-68.8	-1.5	-0.3
COc1cc(C2N(c3cc(C)on3)C(=O)C3CCCN32)cc(OC)c1OC (centres undefined)	-9.4	-0.6	-2.9	7.8	5.0	-1.0	2.6	-3.0
COC(=O)c1cc(OC)c(OC)cc1NC(=O)c1ccco1	-6.7	13.5	7.6	-3.3	-13.3	2.8	0.0	-3.9
COC(=O)c1sccc1NC(=O)CN(C)NS(=O)(=O)c1ccc([N+](=O)[O-])cc1	-8.2	6.5	8.0	4.4	28.2	-1.7	0.8	2.9
O=C(COc1ccc2ccccc2c1)N1CCN(c2ccccc2O)CC1	-18.3	-7.6	-1.6	-2.6	-14.3	3.2	-5.6	71.3*
COc1ccc(NS(=O)(=O)c2ccc(O)c(C(=O)OCC(=O)NC3CCCCC3)c2)cc1	-1.3	0.2	15.7	-1.9	-0.1	-0.8	12.8	-5.5
C/C(=N\O)c1ccc2c3ccccc3n(C)c2c1	-16.3	-9.5	-2.2	0.7	-31.6	1.3	-64.5	-4.3
CC(OC(=O)CN1C(=O)C2CC=CCC2C1=O)C(=O)Nc1ccc(F)cc1Cl (centres undefined)	2.4	-3.4	-36.7	-1.7	19.5	-8.3	-6.8	-6.7
Cc1ccc(-n2c(Cc3cccn3C)nnc2SCC(=O)NCc2ccco2)cc1	-4.1	-0.7	9.6	-1.3	-2.9	1.4	1.2	8.3
O=C(Nc1ccc(S(=O)(=O)Nc2cnc3ccccc3n2)cc1)c1ccc(Br)o1	-13.1	7.2	15.2	-2.6	0.7	2.0	-11.0	-9.6

3 compounds from above, arranged by the number in ATG4B inhibitor, falling:
| SMILES | ATG4B inhibitor |
| --- | --- |
| COC(=O)c1ccc(/C=C/C(=O)OCC(=O)Nc2cc(C)on2)cc1 | 2.4 |
| Cc1ccc(-n2c(Cc3cccn3C)nnc2SCC(=O)NCc2ccco2)cc1 | -4.1 |
| C/C(=N\O)c1ccc2c3ccccc3n(C)c2c1 | -16.3 |

(further entries)
SMILES	ATG4B inhibitor	CXCR6 inh	APJ antag	APJ agonist	CCR6 antag	UBC13 inh	Gli-Sufu antag	EBI2 block
COc1ccc(-c2nc3ccccc3c(=O)n2CCOc2c(C)cccc2C)cc1	-3.4	-6.4	22.8	-4.4	19.5	1.6	1.0	-3.7
COc1ccc(-c2nsc3c(N4CCN(C(=O)c5ccco5)CC4)ncnc23)cc1	-11.7	3.5	-1.2	8.4	11.8	7.1	-5.3	14.5
NS(=O)(=O)c1ccc(NC(=O)C(Sc2ccccc2)c2ccccc2)cc1 (centres undefined)	-22.0	-6.1	-18.4	-1.9	13.1	-0.1	5.0	-8.3
COc1ccc(CNc2ccc([N+](=O)[O-])cc2C)cc1	29.6	17.1	15.0	-6.0	31.6	5.7	14.5	10.4
c1ccc2nc3c(nc2c1)CCc1nonc1-3	-2.7	-1.4	22.7	-4.2	5.9	-18.3	0.7	0.3
O=C(CN1CCc2ccccc2C1)Nc1cccc(S(=O)(=O)N2CCCC2)c1	-6.7	-2.8	-7.4	0.3	14.8	1.3	11.4	-0.7
Cc1ccc(-c2nc3sc(C(N)=O)c(N)c3c3c2CCCC3)cc1	11.5	-3.8	2.2	-0.9	18.4	-16.2	5.5	-0.6
CCCCCSc1nnc(-c2cc(Br)ccc2N)c(=O)[nH]1	2.0	6.7	-1.4	-5.3	11.2	0.7	4.0	-4.1
CCCc1nc2ccccc2c(C(=O)OC(C)C(=O)NCc2ccc3c(c2)OCO3)c1CC (centres undefined)	-9.8	2.0	4.2	-4.3	-9.2	-0.9	11.7	16.4
COCc1nnc(NC(=O)CCc2ccccc2)s1	-6.9	1.0	6.4	1.7	7.3	-8.2	-5.0	-4.7
COc1cc(C(=O)Nc2nccs2)cc(OC)c1OC	2.3	-2.3	-5.0	-2.1	-8.5	-7.5	-2.6	2.8
O=c1c(Cl)c(NC2CC2)cnn1-c1ccccc1	-14.1	9.0	-1.4	-1.5	-5.2	4.0	-15.1	6.0
Cc1ccc(CNC(=O)COC(=O)CSc2ccc(Br)cc2C)cc1	3.1	-11.6	6.7	-2.1	16.3	5.1	-4.7	-3.1
CC(NC(=O)c1ccc2ccccc2n1)c1ccccc1 (centres undefined)	-0.8	-6.7	12.2	-0.2	8.3	-5.9	-4.7	1.5
CCOc1ccc(-n2c(=O)c3c4c(sc3n(CC(=O)NCC3CCCO3)c2=O)CCCC4)cc1 (centres undefined)	-4.4	0.1	-4.9	-2.5	12.9	15.7	-1.2	5.0
CCO[C@@H]1OC(C(=O)N2CCCCCCC2)=C[C@H](c2ccc(C(F)(F)F)cc2)[C@H]1CCCO	6.6	18.5	26.8	3.7	21.1	11.8	-2.1	14.5
O=c1[nH]c2ccccc2c(=O)n1CCCO	6.2	-2.2	-16.3	-3.7	-5.1	-1.6	-2.4	-9.9
O=C(C1=NN(c2ccccc2)C2C(=O)N(c3cccc(Cl)c3)C(=O)C12)c1ccccc1 (centres undefined)	6.1	0.8	nt	nt	3.4	nt	1.8	-2.2
CCC(C)c1ccc(NC(=O)CSc2nncn2N)cc1 (centres undefined)	8.2	-2.4	-10.3	-4.2	-6.7	-9.5	11.1	1.5
NC(=O)c1ccc(N2CCCCC2)c(N2C(=O)CCC2=O)c1	-6.5	-1.9	1.3	-3.5	19.2	4.1	-3.1	0.4
CC(=O)OCCN1C(=O)c2cccnc2C1=O	1.2	-3.2	6.7	-0.4	-8.4	4.3	3.0	-1.3
CCN(CC)CCN(Cc1cc2ccc(C)cc2[nH]c1=O)C(=O)Nc1ccc(Cl)cc1	-8.3	8.2	0.4	0.8	18.9	-0.1	31.3	7.0
CCOC(=O)Nc1ccc(S(=O)(=O)Nn2cnnc2)cc1	1.8	-7.7	5.6	0.7	9.3	5.1	0.2	-3.8
C=CCn1c(O)c2ccc(C(=O)N=NC(=O)c3ccc(F)cc3)cc2c1O	-3.5	-8.8	4.5	-2.9	2.3	0.1	-7.1	8.9
COc1ccc(C(NC(=O)CN2C(=O)NC3(CCc4ccccc43)C2=O)c2ccc(OC)cc2)cc1 (centres undefined)	-8.0	6.2	3.5	-2.1	10.6	5.0	-3.0	9.2
COc1cccc(N=C2SC(C(=O)Nc3ccccc3F)CC(=O)N2C)c1 (centres undefined)	2.7	-2.5	-12.5	3.4	13.1	-1.4	1.0	3.9
O=C(O)CC1(CC(=O)Nc2cccc(C(F)(F)F)c2)CCCC1	7.7	6.1	-16.3	0.7	5.8	-1.1	3.6	-0.4
O=C(CCS(=O)(=O)c1ccccc1)N1CCCc2ccccc21	-8.8	0.2	4.3	-3.4	8.9	3.4	-47.2	-9.4
C[C@@H](OC(=O)N1CCCCC1)[C@H]1O[C@]2(C)CCCC[C@H]1O2	0.3	-1.2	3.9	-3.5	-6.9	-0.6	-3.2	8.9
CS(=O)(=O)c1ccccc1-c1nc(-c2ccc([N+](=O)[O-])cc2)no1	1.3	-28.0	-41.0	0.4	-13.5	-5.7	-16.4	6.4
COc1ccccc1CNS(=O)(=O)c1ccc(-c2cnc(C3CC3)o2)cc1	-7.7	-14.5	-40.1	2.3	4.1	-10.9	36.0	-3.2
CC1Sc2ccc(S(=O)(=O)CCC(=O)N3CCCCC3)cc2NC1=O (centres undefined)	7.7	-3.6	10.9	-0.3	4.8	3.8	3.8	3.1
O=C(NCCC1CCCC1)c1cccs1	2.6	-1.1	-6.7	0.8	-4.6	-16.0	-36.3	-7.7
COc1cc(OC)cc(-c2c(-c3cccs3)c3cc(-c4ccc5cc[nH]c5c4)ccc3n2C)c1	13.2	4.6	-9.5	-2.4	15.4	38.4	8.8	4.0
c1ccc(-c2onc(-c3ccco3)c2-c2ccc3c(c2)OCO3)cc1	4.2	9.4	-89.2	5.3	15.8	-0.2	46.1	-33.8
NC(=O)c1nc[nH]c1C(=O)Nc1cccc(C(F)(F)F)c1	-8.3	2.2	5.7	1.0	-5.7	16.6	-6.6	-1.2
O=C(O)CCCCCCCCCC[n+]1ccccc1	0.6	-8.0	17.2	-4.6	7.7	1.1	-8.7	6.9
O=C(O)CCCN1C(=O)/C(=C\c2ccccc2OCc2ccccc2)SC1=S	36.4	8.9	-2.0	-0.4	7.3	-8.1	3.7	-0.9
COc1ccc(-c2[nH]ncc2/C=N\NC(=O)c2ccc(Br)o2)cc1OC	-5.3	-4.9	-3.3	-0.3	-5.8	-4.8	-1.3	-12.5
O=C(O)c1nn(CCOc2cccc(Br)c2)c(=O)c2ccccc12	-6.4	1.0	29.4	-1.7	22.3	5.2	0.1	3.3

Two entries picked at random from those above, as already listed:
SMILES	ATG4B inhibitor	CXCR6 inh	APJ antag	APJ agonist	CCR6 antag	UBC13 inh	Gli-Sufu antag	EBI2 block
C=CCn1c(O)c2ccc(C(=O)N=NC(=O)c3ccc(F)cc3)cc2c1O	-3.5	-8.8	4.5	-2.9	2.3	0.1	-7.1	8.9
CCN(CC)CCN(Cc1cc2ccc(C)cc2[nH]c1=O)C(=O)Nc1ccc(Cl)cc1	-8.3	8.2	0.4	0.8	18.9	-0.1	31.3	7.0

Next part:
SMILES	ATG4B inhibitor	CXCR6 inh	APJ antag	APJ agonist	CCR6 antag	UBC13 inh	Gli-Sufu antag	EBI2 block
COc1ccc(N=NC2=C(O)CC(C)(C)CC2=O)c(OC)c1	-12.1	14.6	20.3	-2.9	4.2	-379.9	8.3	-0.3
COc1ccnc(Oc2ccc(C)cc2)c1C#N	-0.6	-0.6	10.9	-0.4	12.8	1.8	-25.2	1.5
C/C(=N\NC(=O)c1cc2ccccc2cc1O)c1ccccn1	3.1	17.9	44.1*	-19.6	19.9	12.9	89.7*	50.5*
O=C(COC(=O)CCc1ccc(S(=O)(=O)N2CCOCC2)cc1)Nc1ccccc1OC(F)F	-2.7	5.7	0.2	-2.0	9.7	0.2	0.8	7.2
Cc1ccc(C(=O)Nc2ccc(C(=O)N3CCCCC3C)cc2)cc1 (centres undefined)	-5.3	-4.5	-17.5	-0.1	7.6	-6.1	2.8	1.3
